High-throughput results (PubChem)
Growth percent in the NCI-60 one-dose screen (48 h, 10 µM unless noted): 100 = growth as untreated, 0 = no growth, -100 = all killed.
M14 – M14 melanoma. 6.2% of 80,000 active
SK-MEL-5 – SK-MEL-5 melanoma. 6.4% of 80,000 active. AID 1794755
UACC-257 – UACC-257 melanoma; 4.4% of 78,000 active; AID 1794764
EKVX – EKVX NSCLC. 3% of 71,000 active. AID 1794765
A549/ATCC – A549/ATCC NSCLC; 3.7% of 81,000 active; AID 1794740
UACC-62 – UACC-62 melanoma | 5.4% of 81,000 active
SK-MEL-28 – SK-MEL-28 melanoma. 4.1% of 81,000 active. AID 1794761
HOP-92 – HOP-92 NSCLC cells. 6.3% of 71,000 active
The depositor's hits bear a star; [ ] = dose if it differs, or a comment. Rule for the calls: active = growth percent below 10; inactive = the rest.

Results for Cc1ccc2nc(NC(=O)CSc3nc(Cl)c(C#N)c(-c4ccccc4)n3)sc2c1 ?
M14: 98; SK-MEL-5: 102; UACC-257: 101; EKVX: 102; A549/ATCC: 99; UACC-62: 88; SK-MEL-28: 103; HOP-92: 95

How did CC(C)(C)CC(C)(C)Nc1c(-c2cccnc2)nc2cnccn12 do in these assays?
M14: 108; SK-MEL-5: 97; UACC-257: 100; EKVX: 90; A549/ATCC: 96; UACC-62: 95; SK-MEL-28: 99; HOP-92: 94

Results for CC(=O)Nc1ccc(C)cc1C ?
M14: 96; SK-MEL-5: 104; UACC-257: 96; EKVX: 95; A549/ATCC: 95; UACC-62: 102; SK-MEL-28: 102; HOP-92: 109

How did CCOC(=O)C1[C@@H]2C(=O)N(c3ccc(OC)cc3)C(=O)[C@@H]2[C@H](c2cn(-c3ccccc3)nc2-c2ccccc2)N1Cc1ccccc1 (stereo partly drawn) do in these assays?
M14: 101; SK-MEL-5: 96; UACC-257: 96; A549/ATCC: 87; UACC-62: 87; SK-MEL-28: 110; HOP-92: 81

Results for N#Cc1cccc(NC(=O)c2oc3ccccc3c2-c2cnn(-c3ccccc3)c2)c1 ?
M14: 84[50 µM]; SK-MEL-5: 68[50 µM]; UACC-257: 95[50 µM]; EKVX: 76[50 µM]; A549/ATCC: 81[50 µM]; UACC-62: 75[50 µM]; SK-MEL-28: 92[50 µM]; HOP-92: -23*[50 µM]

What do the screens show for `O=[N+]([O-])c1ccc(/C=N/O)s1`?
M14: 106; SK-MEL-5: 99; UACC-257: 97; EKVX: 96; A549/ATCC: 97; UACC-62: 85; SK-MEL-28: 115; HOP-92: 131

Results for O=S(=O)(NCCNc1cc(-c2c(-c3cccc(O)c3)nc3sccn23)ccn1)c1cccc2ccccc12 ?
M14: 101; SK-MEL-5: 70; UACC-257: 120; EKVX: 77; A549/ATCC: 110; UACC-62: 87; SK-MEL-28: 111; HOP-92: 75

Results for NC1=NC(c2ccccc2O)c2sc3ccc(Cl)cc3c2N1 (stereo not drawn) ?
M14: 99; SK-MEL-5: 97; UACC-257: 110; EKVX: 82; A549/ATCC: 105; UACC-62: 91; SK-MEL-28: 117; HOP-92: 79

How did NC(=O)CSc1nc2ccccc2c(=O)n1CCc1ccccc1 do in these assays?
M14: 115; SK-MEL-5: 95; UACC-257: 94; EKVX: 91; A549/ATCC: 89; UACC-62: 97; SK-MEL-28: 122

Results for COc1ccc(CCN2C(=O)/C(=C/c3cnc(C#N)s3)SC2=S)cc1 ?
M14: 104; SK-MEL-5: 102; UACC-257: 101; EKVX: 95; A549/ATCC: 104; UACC-62: 95; SK-MEL-28: 106; HOP-92: 96

What do the screens show for `Oc1ccc(-c2nnc3c4[nH]ccc4ncn23)cc1`?
M14: 104; SK-MEL-5: 104; UACC-257: 117; EKVX: 94; A549/ATCC: 94; UACC-62: 95; SK-MEL-28: 102

Results for O=C(C1=Cc2cc3ccccc3n2Cc2cnnn21)c1ccc(-c2ccccc2)cc1 ?
M14: 105; SK-MEL-5: 100; UACC-257: 103; EKVX: 102; A549/ATCC: 104; UACC-62: 92; SK-MEL-28: 104; HOP-92: 103

What do the screens show for `CN(C)CCOC(=O)Nc1ccc(Cl)cc1`?
M14: 91; SK-MEL-5: 99; UACC-257: 101; EKVX: 101; A549/ATCC: 95; UACC-62: 97; SK-MEL-28: 115; HOP-92: 86

How did Cc1nc2ccccc2n1C(=O)CN=C1NC(=O)CS1 do in these assays?
M14: 91; SK-MEL-5: 100; UACC-257: 113; EKVX: 96; A549/ATCC: 109; UACC-62: 101; SK-MEL-28: 110; HOP-92: 100

Results for O=[N+]([O-])c1ccc(N=Nc2c(O)[nH]c3ccccc23)c([N+](=O)[O-])c1 ?
M14: 90; SK-MEL-5: 78; EKVX: 52; UACC-62: 87; SK-MEL-28: 93; HOP-92: 97

Results for CC(C)CC(C)NCCO (stereo not drawn) ?
M14: 109; SK-MEL-5: 111; UACC-257: 104; EKVX: 111; A549/ATCC: 104; UACC-62: 108; SK-MEL-28: 109; HOP-92: 108

How did CCOP(=O)(CCCCCCP(=O)(OCC)OCC)OCC do in these assays?
M14: 111; SK-MEL-5: 107; UACC-257: 103; A549/ATCC: 102; UACC-62: 109; SK-MEL-28: 102; HOP-92: 101

How did CCOc1nc2c(N)ncnc2n1CC(F)F do in these assays?
M14: 109; SK-MEL-5: 100; UACC-257: 112; EKVX: 101; A549/ATCC: 103; UACC-62: 102; SK-MEL-28: 110; HOP-92: 132

Results for Cc1cc(C)nc(NS(=O)(=O)c2ccc(Nc3nc(C)c4c(=O)[nH]c(NCc5ccccc5)nc4n3)cc2)n1 ?
SK-MEL-5: 104; UACC-257: 29; EKVX: 81; A549/ATCC: 36; UACC-62: 83; SK-MEL-28: 100; HOP-92: 84

How did c1ccc2c3c(ccc2c1)CCCC3 do in these assays?
M14: 101; SK-MEL-5: 108; UACC-257: 105; EKVX: 116; UACC-62: 92; SK-MEL-28: 116

A stretch of the results above:
Results for Cc1ccc2nc(NC(=O)CSc3nc(Cl)c(C#N)c(-c4ccccc4)n3)sc2c1 ?
M14: 98; SK-MEL-5: 102; UACC-257: 101; EKVX: 102; A549/ATCC: 99; UACC-62: 88; SK-MEL-28: 103; HOP-92: 95

How did CC(C)(C)CC(C)(C)Nc1c(-c2cccnc2)nc2cnccn12 do in these assays?
M14: 108; SK-MEL-5: 97; UACC-257: 100; EKVX: 90; A549/ATCC: 96; UACC-62: 95; SK-MEL-28: 99; HOP-92: 94

Results for CC(=O)Nc1ccc(C)cc1C ?
M14: 96; SK-MEL-5: 104; UACC-257: 96; EKVX: 95; A549/ATCC: 95; UACC-62: 102; SK-MEL-28: 102; HOP-92: 109

How did CCOC(=O)C1[C@@H]2C(=O)N(c3ccc(OC)cc3)C(=O)[C@@H]2[C@H](c2cn(-c3ccccc3)nc2-c2ccccc2)N1Cc1ccccc1 (stereo partly drawn) do in these assays?
M14: 101; SK-MEL-5: 96; UACC-257: 96; A549/ATCC: 87; UACC-62: 87; SK-MEL-28: 110; HOP-92: 81

Results for N#Cc1cccc(NC(=O)c2oc3ccccc3c2-c2cnn(-c3ccccc3)c2)c1 ?
M14: 84[50 µM]; SK-MEL-5: 68[50 µM]; UACC-257: 95[50 µM]; EKVX: 76[50 µM]; A549/ATCC: 81[50 µM]; UACC-62: 75[50 µM]; SK-MEL-28: 92[50 µM]; HOP-92: -23*[50 µM]

What do the screens show for `O=[N+]([O-])c1ccc(/C=N/O)s1`?
M14: 106; SK-MEL-5: 99; UACC-257: 97; EKVX: 96; A549/ATCC: 97; UACC-62: 85; SK-MEL-28: 115; HOP-92: 131

Results for O=S(=O)(NCCNc1cc(-c2c(-c3cccc(O)c3)nc3sccn23)ccn1)c1cccc2ccccc12 ?
M14: 101; SK-MEL-5: 70; UACC-257: 120; EKVX: 77; A549/ATCC: 110; UACC-62: 87; SK-MEL-28: 111; HOP-92: 75

Further entries follow.
How did Cn1cc2c(c1)-c1oncc1CC2 do in these assays?
M14: 102; SK-MEL-5: 101; UACC-257: 101; EKVX: 102; A549/ATCC: 102; UACC-62: 100; SK-MEL-28: 105; HOP-92: 87

What do the screens show for `Cc1ccc(S(=O)(=O)CC(=O)c2cc3cc(Br)ccc3o2)cc1`?
M14: 103; SK-MEL-5: 99; UACC-257: 99; EKVX: 98; A549/ATCC: 101; UACC-62: 84; SK-MEL-28: 106; HOP-92: 86

Results for Cc1nc(-c2ccc(F)cc2)ccc1NC(=O)Nc1cc(C(F)(F)F)cc(C(F)(F)F)c1 ?
M14: 103; SK-MEL-5: 95; UACC-257: 75; EKVX: 112; A549/ATCC: 75; UACC-62: 86; SK-MEL-28: 106; HOP-92: 109

What do the screens show for `CC(=O)N1N=C(c2ccc3c(c2)OCO3)CC1c1ccc(F)cc1` (stereo not drawn)?
M14: 101; SK-MEL-5: 96; UACC-257: 104; EKVX: 64; A549/ATCC: 85; UACC-62: 83; SK-MEL-28: 113; HOP-92: 68

What do the screens show for `O=c1cc(OCCn2cc(COc3nc(NCc4ccccc4)nc(OCc4cn(CCOc5cc(=O)oc6ccccc56)nn4)n3)nn2)c2ccccc2o1`?
M14: 105; UACC-257: 91; A549/ATCC: 101; UACC-62: 109; SK-MEL-28: 108

How did CC1CCN(CCOc2ccc(CNc3ccc4nc(CCC5CCCCC5)[nH]c4c3)cc2)CC1 do in these assays?
M14: -63*; SK-MEL-5: -99*; UACC-257: -72*; EKVX: 65; A549/ATCC: 55; UACC-62: 57; SK-MEL-28: -80*; HOP-92: 16

What do the screens show for `Cc1cc(=O)n(-c2nc(-c3cccs3)c(C#N)c(=O)[nH]2)[nH]1`?
M14: 101; SK-MEL-5: 103; UACC-257: 104; EKVX: 103; A549/ATCC: 107; UACC-62: 98; SK-MEL-28: 114; HOP-92: 89

Results for Clc1ccc(-c2nnc(Cn3ccnc3)o2)cc1 ?
M14: 87; SK-MEL-5: 112; UACC-257: 111; EKVX: 104; A549/ATCC: 100; UACC-62: 90; SK-MEL-28: 106; HOP-92: 132

How did CC1OC(O[C@@H]2[C@H](O)C(CO)OC(O[C@H]3COC(O[C@H]4CC[C@]5(C)[C@H]6CC[C@]78OC[C@@]9(CCC(C)(C)C[C@H]97)[C@H](O)C[C@@]8(C)[C@]6(C)CC[C@H]5C4(C)C)[C@@H](OC4OC(CO)[C@@H](O)[C@@H](O)[C@@H]4O)[C@@H]3O)[C@H]2OC2OC[C@@H](O)[C@@H](O)[C@@H]2O)[C@@H](O)[C@@H](O)[C@H]1O (stereo partly drawn) do in these assays?
M14: -81*; UACC-257: -76*; EKVX: -64*; A549/ATCC: -68*; HOP-92: -39*

How did COc1ccc(-c2n/c(=C\c3c(O)[nH]c4ccc(Cl)cc34)cc3c2=Nc2ccccc2-3)cc1 do in these assays?
M14: 80; SK-MEL-5: 79; UACC-257: 104; EKVX: 78; A549/ATCC: 84; UACC-62: 98; SK-MEL-28: 87; HOP-92: 85

How did CC(=O)Oc1ccc(OC(C)=O)cc1 do in these assays?
M14: 96; SK-MEL-5: 92; UACC-257: 95; EKVX: 100; A549/ATCC: 101; UACC-62: 98; SK-MEL-28: 113; HOP-92: 101

Results for O=C(NCc1nnc2n(Cc3ccccc3)c(=O)c3c4c(sc3n12)CCCC4)c1ccccc1 ?
M14: 86; SK-MEL-5: 90; UACC-257: 100; EKVX: 87; A549/ATCC: 72; UACC-62: 77; SK-MEL-28: 121; HOP-92: 74

Results for COc1cc(/C=N/Nc2ccc(Cl)cc2)cc(OC)c1OC ?
M14: 63; SK-MEL-5: 97; UACC-257: 107; EKVX: 74; A549/ATCC: 84; UACC-62: 40; SK-MEL-28: 98

Results for O=C(Nc1ccccc1)c1ccc([N+](=O)[O-])cc1 ?
M14: 102; SK-MEL-5: 118; UACC-257: 101; EKVX: 106; A549/ATCC: 97; UACC-62: 104; SK-MEL-28: 109; HOP-92: 117

What do the screens show for `COc1ccc(-c2[nH][nH]c(=O)c2-c2nc3ccccc3s2)cc1`?
M14: 107; SK-MEL-5: 102; UACC-257: 106; EKVX: 100; A549/ATCC: 107; UACC-62: 98; SK-MEL-28: 112; HOP-92: 108

What do the screens show for `COc1cc2c(c(OC)c1OC)CCC(c1cccc(NC(=O)c3ccc([N+](=O)[O-])cc3)c1)O2` (stereo not drawn)?
M14: 74; SK-MEL-5: 65; UACC-257: 66; EKVX: 65; A549/ATCC: 68; UACC-62: 54; SK-MEL-28: 81; HOP-92: 84

What do the screens show for `COc1c(NC(C)=O)c2c(c([N+](=O)[O-])c1OC)C(=O)OC2`?
M14: 104; SK-MEL-5: 108; UACC-257: 89; EKVX: 111; A549/ATCC: 100; UACC-62: 100; SK-MEL-28: 114; HOP-92: 80

How did COc1cc(/C=N\NC(=O)CN2CCN(c3cc4c(cc3F)c(=O)c(C(=O)N/N=C/c3cc(OC)c(OC)c(OC)c3)cn4C3CC3)CC2)cc(OC)c1OC do in these assays?
M14: 18; SK-MEL-5: -15*; UACC-257: 22; EKVX: 55; A549/ATCC: 73; UACC-62: -35*; SK-MEL-28: -12*; HOP-92: -39*

What do the screens show for `O=C(Nc1cccc2c1Oc1ccccc1O2)C(F)(F)F`?
M14: 102; SK-MEL-5: 79; UACC-257: 102; EKVX: 94; A549/ATCC: 100; UACC-62: 92; SK-MEL-28: 118; HOP-92: 82

What do the screens show for `COc1ccc2c(c1)C(Sc1ccc(Br)cc1)c1c(nc(N)c(C#N)c1N)O2` (stereo not drawn)?
M14: 86; SK-MEL-5: 86; UACC-257: 103; EKVX: 67; A549/ATCC: 90; UACC-62: 76; SK-MEL-28: 104; HOP-92: 111

Results for CCNc1cccc(S(=O)(=O)O)c1 ?
M14: 106; SK-MEL-5: 96; UACC-257: 82; EKVX: 101; A549/ATCC: 80; UACC-62: 104; SK-MEL-28: 113; HOP-92: 94

What do the screens show for `CCN(CC)CCC(=O)c1cccc([N+](=O)[O-])c1`?
M14: 106; SK-MEL-5: 102; UACC-257: 99; EKVX: 102; A549/ATCC: 100; UACC-62: 108; SK-MEL-28: 108; HOP-92: 118

What do the screens show for `CCOC(=O)c1cc(C(=O)c2ccc(OC)cc2)n2ccc(/C=C/c3ccn4c(C(=O)c5ccc(OC)cc5)cc(C(=O)OCC)c4c3)cc12`?
M14: 104; SK-MEL-5: 99; UACC-257: 104; EKVX: 95; A549/ATCC: 103; UACC-62: 105; SK-MEL-28: 107; HOP-92: 97

Results for NC(=O)c1cccc(-n2ccc3cc(NC(=O)c4ccc(F)c(C(F)(F)F)c4)ccc32)n1 ?
M14: 72; SK-MEL-5: 42; UACC-257: 93; EKVX: 73; A549/ATCC: 56; UACC-62: 51; SK-MEL-28: 71; HOP-92: 85

How did Cc1cc(O)c(C(C)C)cc1N=C1C=CC(=O)C=C1 do in these assays?
M14: 116; SK-MEL-5: 104; UACC-257: 109; EKVX: 100; A549/ATCC: 109; UACC-62: 98; SK-MEL-28: 103; HOP-92: 59

What do the screens show for `O=C(O)c1cn(C2CC2)c2cc(N3CCN(CC(=S)Nc4ccc(Cl)cc4)CC3)c(F)cc2c1=O`?
M14: 97; SK-MEL-5: 96; UACC-257: 104; EKVX: 95; A549/ATCC: 106; UACC-62: 72; SK-MEL-28: 91; HOP-92: 96
